HCMV inh – human cytomegalovirus inhibition; HFF cells, HCMV-luciferase reporter, 72 h; active compounds read low; activity change, negative = inhibition, % at 57.5 µM; actives 4.5% (n = 410,000); AID 1259415; in the data active means activity change below about -60%; inconclusive means no clear call, values can overlap the other calls; inactive means above about -39%; further: on the % scale 0 is the no-effect control and ±100 the full control effect
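Cell-based, HFFs, 1000 cells/well, 16 h 37C; cpds in DMSO + HCMV-luc, MOI 1 PFU/cell; 72 h 37C; OneGlo luminescence after 5 min RT; norm. to buffer vs Salinomycin 10uM.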
AMA1-RON2 inh – disrupts binding of P. falciparum AMA1 to RON2; actives 0.2% (n = 360,000); Potency, µM (top dose mostly 58.2 µM), without a hit: at the top dose activity change, negative = inhibition, actives largely listed as inhibitors; AlphaScreen AMA1-biotinylated RON2 peptide binding;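 further: potency means the concentration at half of the fitted maximal effect; 0% = vehicle wells and -100% = peptide control; nearly all actives have a fitted effect of over 45% in size; some results filed as inactive show a strong effect at the top dose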
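AMA1 (3D7) with his tag at 25 nM final met compounds first, then biotinylated RON2 peptide at 25 nM; detection used donor plus acceptor beads, 10 µg/mL apiece, read by AlphaScreen after 30 min at room temperature.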
AmpC inh detg – blocks E. coli AmpC beta-lactamase in detergent assay; actives 0.041% (n = 370,000); AmpC hydrolysis of nitrocefin, absorbance 480 nm, 0.01% Triton; AID 485294; P00811; Potency, µM (titrated, usually from 114 µM), for the others: top-dose activity change, negative = inhibition, most hits filed as inhibitors;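 further: potency means the concentration at half of the fitted maximal effect; 0% = no-compound wells and -100% = no-enzyme wells; nearly all actives have a fitted effect of over 25% in size; some results filed as inactive show a strong effect at the top dose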
Target sequence (P00811 whole entry, looked up): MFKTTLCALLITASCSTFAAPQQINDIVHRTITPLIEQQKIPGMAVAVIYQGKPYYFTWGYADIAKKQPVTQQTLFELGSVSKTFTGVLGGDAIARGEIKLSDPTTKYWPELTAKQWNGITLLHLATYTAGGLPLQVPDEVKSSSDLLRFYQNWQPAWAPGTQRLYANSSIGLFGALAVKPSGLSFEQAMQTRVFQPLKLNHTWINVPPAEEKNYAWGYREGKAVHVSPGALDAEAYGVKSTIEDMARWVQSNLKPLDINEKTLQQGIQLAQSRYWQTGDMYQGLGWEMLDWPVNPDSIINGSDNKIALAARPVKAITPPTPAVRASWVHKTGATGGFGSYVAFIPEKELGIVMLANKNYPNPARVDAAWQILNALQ
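AmpC (5.3 nM in the dispensed reagent) in 20 mM phosphate pH 7.0 with 0.01% (detergent screen) or 0.0001% Triton X-100 was preincubated with compounds for 15 min at room temperature. Nitrocefin was then added from an 800 uM solution, and hydrolysis was followed at 480 nm.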
Cycloheximide cs – affects cycloheximide protein synthesis inhibition readout, counter-screen; actives 12% (n = 300,000); cell reporter, cycloheximide protein synthesis inhibition counterscreen; max response, %; AID 2314; in the data active means max response mostly above about 13%, no sharp cut-off; inactive means mostly below about 14%; further: read at 38.3 µM for the half of the compounds with a filed dose; 0% is about no effect
AmpC no deterg – blocks E. coli AmpC beta-lactamase in detergent-free assay. actives 0.52% (n = 330,000). Potency, µM (top dose mostly 57.1 µM), inactives show at the highest dose activity change, negative = inhibition, hits mostly inhibitors. AmpC nitrocefin hydrolysis, absorbance 480 nm, 0.0001% Triton;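 further: potency means the concentration at half of the fitted maximal effect; plate controls were no compound for no effect and no enzyme for full effect; nearly all actives have a fitted effect of over 20% in size; some results filed as inactive show a strong effect at the top dose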
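AmpC (5.3 nM in the dispensed reagent) in 20 mM phosphate pH 7.0 with 0.01% (detergent screen) or 0.0001% Triton X-100 was preincubated with compounds for 15 min at room temperature. Nitrocefin was then added from an 800 uM solution, and hydrolysis was followed at 480 nm.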
Shiga inhibitor – Shiga toxin inhibition | AID 2315 | Vero cells, Shiga toxin protein synthesis inhibition reporter | actives 9.2% (n = 290,000) | inhibition, % at 38.7 µM; in the data active means inhibition mostly above about 28%, no sharp cut-off; inactive means mostly below about 43%; further: 0% is about no effect
FBPA Giardia inh – inhibitors of Giardia lamblia fructose-1,6-bisphosphate aldolase. purified Giardia FBPA. Potency, µM (doses to about 59.6 µM), for inactives: at the top dose activity, negative = inhibition, hits mostly inhibitors. actives 0.71% (n = 290,000). AID 2451; further: potency means the concentration at half of the fitted maximal effect; on the % scale 0 is the no-effect control and ±100 the full control effect; nearly all actives have a fitted effect of over 55% in size
Target sequence (A8B2U2 whole entry, looked up): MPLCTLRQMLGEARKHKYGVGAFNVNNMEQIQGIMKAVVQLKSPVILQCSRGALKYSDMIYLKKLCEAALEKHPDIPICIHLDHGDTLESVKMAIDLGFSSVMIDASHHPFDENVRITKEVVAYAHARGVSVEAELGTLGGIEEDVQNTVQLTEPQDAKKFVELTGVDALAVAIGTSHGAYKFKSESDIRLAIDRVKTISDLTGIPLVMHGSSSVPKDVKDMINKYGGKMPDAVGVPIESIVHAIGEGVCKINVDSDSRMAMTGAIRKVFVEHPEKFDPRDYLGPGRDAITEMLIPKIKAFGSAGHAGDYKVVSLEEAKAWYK
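40 nM FBPA preincubated 10 min at RT with compound (up to 57.5 uM final), then substrate plus GAPDH/TPI/NAD/arsenate coupling and diaphorase/resazurin added. Fluorescence read after 20 min at RT, 525/598 nm.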
The depositor's hits bear a star; ? = inconclusive; / = no result given; [ ] = dose if it differs, or a comment. Unless noted, the call rests on the fitted dose curve; in most records, active means well fitted curve in the direction sought with a large enough effect; inconclusive means small, poorly fitted or top-dose-only effect, or another doubt; inactive means no such curve, though single readings can be large; an effect the other way counts as inactive or inconclusive. This is a random part of the collection (roughly 16% active in at least one column).

nr	SMILES	HCMV inh	AMA1-RON2 inh	AmpC inh detg	Cycloheximide cs
1	COc1ccc(-n2ncc(C(=O)NC3CC3)c2C2CCN(C(=O)OC(C)(C)C)CC2)cc1	-26	-2%	1%	4
2	Cc1ccc(Nc2ncccc2C(N)=O)cc1	80	-15%	?	94*
3	CC(NC(=O)C1CCN(C(=O)[C@@H]2Cc3ccccc3CN2)CC1)c1ccccc1 (stereo not given in full)	-31	0%	-10%	-2
4	COc1ccc(NS(=O)(=O)c2cccc(C(=O)NNC(=O)c3ccc(C)o3)c2)cc1	-32	12%	-3%	/
5	CCOc1ncccc1C(=O)OCC(=O)Nc1ccc(C)c(S(=O)(=O)N2CCOCC2)c1	-4	0%	2%	-2
6	O=C(N/N=C/c1ccc(Cl)cc1Cl)c1ccc2nc[nH]c2c1	-15	33%[activator]	-7%	24*
7	COc1ccc(NC(=O)c2cccnc2N2CCCC2)cc1	55	-5%	-2%	22
8	Cc1nc2ccc(NC(=O)Cc3ccccc3F)cc2s1	85	-3%	5%	58*

nr	AmpC no deterg	Shiga inhibitor	FBPA Giardia inh
1	108%[activator]	11	-6%
2	-15%	119*	-6%
3	-2%	-8	?
4	-26%	/	/
5	27%	-16	5%
6	-42%	53*	/
7	-12%	-16	1%
8	3%	103*	0%

nr	SMILES	HCMV inh	AMA1-RON2 inh	AmpC inh detg	Cycloheximide cs
9	O=C(COc1ccccc1N1C(=O)c2ccccc2C1=O)c1ccc(Cl)cc1	-15	-5%	?	20*
10	CC(=O)N1c2ccc(S(=O)(=O)N3CCC(C(=O)N4CCN(c5cc(Cl)ccc5C)CC4)CC3)cc2CC1C (stereo not given)	-30	-4%	-6%	-2
11	COCCCNC(=S)NNC(=O)c1ccoc1C	-1	76%[activator]	10%	4
12	CSCC[C@H](NC(=O)COc1cc2c(c3oc(=O)c(C)c(C)c13)CCC(C)(C)O2)C(=O)O	?	6%	-8%	-1
13	Brc1ccc(-c2cn3c(n2)CCc2ccc4cccnc4c2-3)cc1	-7	32%[activator]	0%	3
14	CN(C(=O)c1cccs1)C1(C)CCS(=O)(=O)C1 (stereo not given)	9	11%	-5%	-2
15	CN(C)c1cc2c(c(N(C)C)c1)C(=O)c1ccccc1C2=O	-7	18µM*	0%	39*
16	CC(C(=O)N1CCOCC1)N1c2cccc3cccc(c23)S1(=O)=O (stereo not given)	19	-2%	1%	5

nr	AmpC no deterg	Shiga inhibitor	FBPA Giardia inh
9	-57%	34*	-6%
10	123%[activator]	-18	/
11	-8%	2	-22%
12	-16%	-4	-10%
13	22%	-21	-22%
14	-35%	-12	/
15	24%	83	5%
16	-2%	-9	-26%

Brought forward from above: 4 compounds, then new ones.
nr	SMILES	HCMV inh	AMA1-RON2 inh	AmpC inh detg	Cycloheximide cs
13	Brc1ccc(-c2cn3c(n2)CCc2ccc4cccnc4c2-3)cc1	-7	32%[activator]	0%	3
14	CN(C(=O)c1cccs1)C1(C)CCS(=O)(=O)C1 (stereo not given)	9	11%	-5%	-2
15	CN(C)c1cc2c(c(N(C)C)c1)C(=O)c1ccccc1C2=O	-7	18µM*	0%	39*
16	CC(C(=O)N1CCOCC1)N1c2cccc3cccc(c23)S1(=O)=O (stereo not given)	19	-2%	1%	5
17	CC(=O)N1N=C2c3ccccc3CCC2C1c1cccs1 (stereo not given)	75	0%	?	-3
18	C/C(CC(=O)Nc1ccc(Cl)c(C(F)(F)F)c1)=N\NC(=O)c1ccccc1O	-80*	18%	-9%	22*
19	CCN1CCN(CCCNC(=O)CNC(=O)c2nn(-c3ccc(OC)cc3)c(=O)c3ccccc23)CC1	-13	-25%	?	-1
20	Cc1cc(Nc2ccccc2)n(-c2ccc(C(=O)O)cc2)n1	-8	0%	?	-1
21	COC(=O)C(O)(CC(=O)Nc1ccc(OC(F)(F)F)cc1)C(F)(F)F (stereo not given)	-16	-4%	-20%	-3
22	CCCCS(=O)(=O)Nc1ccc(C)cn1	56	-1%	-7%	-3
23	CCc1ccc(N(CC(=O)NC2CCCC2)C(=O)CCC(=O)Nc2cc(C)on2)cc1	?	24%	4%	-2
24	COC(=O)C1(C)CN(S(=O)(=O)c2ccc(C)cc2)c2cc(OC)ccc2C1=O (stereo not given)	-39	2%	?	-2

nr	AmpC no deterg	Shiga inhibitor	FBPA Giardia inh
13	22%	-21	-22%
14	-35%	-12	/
15	24%	83	5%
16	-2%	-9	-26%
17	-4%	4	12%
18	?	41	0%
19	-3%	-4	1%
20	-11%[11.4 µM]	-10	17%
21	-2%	-12	5%
22	-18%	18	7.9µM*
23	70%[activator]	17	0%
24	-3%	-4	-9%

nr	SMILES	HCMV inh	AMA1-RON2 inh	AmpC inh detg	Cycloheximide cs
25	O=C(C[n+]1cccc(C(=O)N/N=C/c2cccc([N+](=O)[O-])c2)c1)c1ccccc1	-13	-8%	0%	/
26	COc1ccc(Cl)cc1NC(=O)CN(C)CC(=O)Nc1ccc(S(N)(=O)=O)cc1	-9	13%	-12%	-5
27	CCCCCc1ccc(-c2ccc(C(=O)O)cc2)nc1	-14	42%[activator]	-9%	80*
28	CCN(CC)CCNC(=O)c1ccc(NC(=O)CC(NC(=O)c2ccccc2Cl)c2ccccc2)cc1 (stereo not given)	-19	13%	6%	-5
29	Cc1cc(C)c(S(=O)(=O)N2CCOC2CNC(=O)C(=O)NCCCN2CCCC2=O)c(C)c1 (stereo not given)	36	-13%	?	0
30	CC1CCCC(NC(=O)CSc2nnnn2C)C1C (stereo not given)	-21	1%	0%	8
31	CC(C)C[C@@H](NC(=O)C1CCC(CNC(=O)[C@H](Cc2ccccc2)NC(=O)OC(C)(C)C)CC1)C(=O)O (stereo not given in full)	-17	4%	-5%	-1
32	CCSc1nnc(NC(=O)CSc2ncccn2)s1	-23	-6%	-4%	1

nr	AmpC no deterg	Shiga inhibitor	FBPA Giardia inh
25	4%	/	/
26	-35%	-9	-5%
27	-23%	72*	?
28	1%	-15	/
29	71%[activator]	-7	/
30	-11%	3	-1%
31	-1%	-7	-5%
32	-15%	-7	-6%

Copied from the list:
entry 27 in AmpC no deterg → -23%
entry 32 in AMA1-RON2 inh → -6%

(listing goes on)
nr	SMILES	HCMV inh	AMA1-RON2 inh	AmpC inh detg	Cycloheximide cs
33	COCCN(C(=O)CN1CCc2ccccc2C1)c1c(N)n(Cc2ccccc2)c(=O)[nH]c1=O	63	10%	3%	-6
34	CCCCn1c(N)c(N(CCOC)C(=O)c2cccc(OCc3ccccc3)c2)c(=O)[nH]c1=O	-1	8%	-13%	/
35	CC(NC(=O)C1CCC1)c1ccccc1 (stereo not given)	-16	-1%	1%	-3
36	Cc1ccc(C(=O)NNC(=O)/C=C\C(=O)O)cc1	0	78%[activator]	3%	42*
37	Cc1ccc(S(=O)(=O)N(C)c2ccc(C(=O)NCC3(N(C)C)CCCCC3)cc2)cc1	8	15%	3%	-2
38	Cc1cc(=O)[nH]c(SCC(=O)Nc2ccc(S(N)(=O)=O)cc2)n1	-61*	5%	-2%	-2
39	CCCCP(=O)(O)CCC(=O)O	-6	13%	?	-2
40	CCc1ccc(S(=O)(=O)NCc2cn3c(C)csc3n2)s1	1	46%[activator]	-10%	-1

nr	AmpC no deterg	Shiga inhibitor	FBPA Giardia inh
33	10%	-9	-22%
34	61%[activator]	/	/
35	-20%	5	6%
36	-41%	70*	-9%
37	-7%	-17	/
38	-30%	18	-12%
39	-27%	-6	12%
40	-13%	15	6%

nr	SMILES	HCMV inh	AMA1-RON2 inh	AmpC inh detg	Cycloheximide cs
41	O=C(c1ccc(F)cc1)N1CCN(C2CC3CCC2C3)CC1 (stereo not given)	-10	11%	?	-3
42	O=S(=O)(Nc1ccc(-c2ccc3nncn3n2)cc1)c1cccc(F)c1	-12	-10%	?	/
43	CCc1ccc(CN2C(=O)c3ccccc3C2C(=O)NCC2CCCO2)cc1 (stereo not given)	?	9%	0%	5
44	Cc1cc(C)c(S(=O)(=O)N2CCOC2CNC(=O)C(=O)NCCCN2CCOCC2)c(C)c1 (stereo not given)	?	8%	-5%	35*
45	Cc1cn(CCOc2ccc(Cl)cc2)c(=O)[nH]c1=O	49	1%	-18%	-5
46	CCOC(=O)c1sc(Nc2ccccc2Cl)nc1C	64	-6%	4%	42*
47	COc1cc(CNCc2ccccn2)ccc1OCC(N)=O	-20	14%	3%	5
48	O=C(NCCCN1CCCC1=O)c1ccc(NS(=O)(=O)c2cccc([N+](=O)[O-])c2)cc1	-23	-4%	-3%	/
49	CCOC(=O)/C=C/C(=O)OCC(=O)Nc1ccc(C)cc1	62	4%	-13%	16
50	O=c1cccc2n1CC1CC2CN(Cc2c(F)cccc2Cl)C1 (stereo not given)	9	-9%	?	-2
51	O=C(O)/C(=C\c1ccc(-c2ccc(F)cc2)o1)c1ccccc1	39	-12%	-11%	9

nr	AmpC no deterg	Shiga inhibitor	FBPA Giardia inh
41	-1%	44	3%
42	-12%	/	/
43	14%	6	1%
44	11%	80*	/
45	-10%	7	13%
46	-32%	88*	5%
47	-10%	24	/
48	-16%	/	/
49	1%[11.4 µM]	15	3%
50	24%	14	-8%
51	-38%	-9	-1%

Reformatted: entries from further up
(44) Cc1cc(C)c(S(=O)(=O)N2CCOC2CNC(=O)C(=O)NCCCN2CCOCC2)c(C)c1 (stereo not given)
  HCMV inh: ?	AMA1-RON2 inh: 8%	AmpC inh detg: -5%	Cycloheximide cs: 35*	AmpC no deterg: 11%	Shiga inhibitor: 80*	FBPA Giardia inh: /

(45) Cc1cn(CCOc2ccc(Cl)cc2)c(=O)[nH]c1=O
  HCMV inh: 49	AMA1-RON2 inh: 1%	AmpC inh detg: -18%	Cycloheximide cs: -5	AmpC no deterg: -10%	Shiga inhibitor: 7	FBPA Giardia inh: 13%
